D2 potentiator: D2 dopamine receptor (human) potentiation; P14416; HEK293 T-REx D2, calcium flux, EC20 dopamine potentiation; potentiation, % at 10 µM; hit rate 0.34% among 340,000; AID 485347;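 active means potentiation over 3 SD above the plate norm, cut at about 30% in these data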; further: 0% is about no effect
Target sequence (P14416 whole entry, looked up): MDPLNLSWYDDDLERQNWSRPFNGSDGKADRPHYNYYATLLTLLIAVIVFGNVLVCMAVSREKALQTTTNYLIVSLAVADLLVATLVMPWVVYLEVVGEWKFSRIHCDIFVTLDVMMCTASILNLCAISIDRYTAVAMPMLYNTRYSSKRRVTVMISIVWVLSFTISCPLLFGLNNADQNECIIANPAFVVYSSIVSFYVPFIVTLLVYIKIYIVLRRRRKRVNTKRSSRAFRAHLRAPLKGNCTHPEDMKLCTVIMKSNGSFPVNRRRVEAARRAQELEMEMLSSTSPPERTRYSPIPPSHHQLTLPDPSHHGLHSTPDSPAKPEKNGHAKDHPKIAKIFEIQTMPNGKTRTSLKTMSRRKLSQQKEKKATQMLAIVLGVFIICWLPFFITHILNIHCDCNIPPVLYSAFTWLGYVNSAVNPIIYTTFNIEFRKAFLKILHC
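Tetracycline-induced HEK293 T-REx cells force-coupled to calcium signalling expressed D2; compounds were pin-added after a 10 s baseline, read kinetically 180 s, then an EC20 dopamine challenge followed with a further 180 s calcium read.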
D1 potentiator: potentiators of human D1 dopamine receptor | potentiation, % at 10 µM | hit rate 0.036% among 360,000 | HEK293 TREx D1 cells, calcium flux, dopamine EC20 potentiation | P21728; in the data active means potentiation above about 30%; further: 0% is about no effect
Target sequence (P21728 whole entry, looked up): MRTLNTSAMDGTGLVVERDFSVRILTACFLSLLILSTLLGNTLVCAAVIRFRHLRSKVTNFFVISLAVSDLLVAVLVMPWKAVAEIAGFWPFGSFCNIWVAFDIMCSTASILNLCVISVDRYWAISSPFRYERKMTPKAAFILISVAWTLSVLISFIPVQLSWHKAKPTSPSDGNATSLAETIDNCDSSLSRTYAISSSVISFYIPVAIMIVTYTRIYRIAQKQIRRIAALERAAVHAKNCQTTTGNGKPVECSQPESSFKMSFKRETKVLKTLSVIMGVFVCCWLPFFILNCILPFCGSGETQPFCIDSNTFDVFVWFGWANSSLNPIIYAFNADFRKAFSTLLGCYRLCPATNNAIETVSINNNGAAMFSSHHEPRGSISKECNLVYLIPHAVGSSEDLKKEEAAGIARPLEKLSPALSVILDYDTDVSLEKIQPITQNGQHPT
TRHR enhancer: allosteric enhancers of human TRH receptor; hit rate 0.66% among 360,000; enhancement, % at 2 µM; AID 493056; P34981; TRHR cells, fluo-8 calcium fluorescence, EC20 TRH enhancement; in the data active means enhancement above about 30%; further: 0% is about no effect
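Enhancer read-out: after compound pinning and an initial kinetic agonist-mode read, an EC20 of TRH (10 nM final) was injected and fluo-8 calcium signal (Ex 480/Em 530) followed at 1 s/cycle for 100 cycles in TRHR-expressing cells.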
D2 antagonist: antagonizes the human D2 dopamine receptor. AID 485344. HEK293 TREx D2 cells, calcium flux, dopamine EC80. hit rate 2% among 340,000. P14416. inhibition, % at 10 µM; in the data active means inhibition above about 30%; further: 0% is about no effect
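Antagonism is scored as inhibition of an EC80 dopamine-evoked calcium signal in a force-coupled, tetracycline-inducible HEK293 T-REx D2 line, with compound present 180 s before agonist.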
D1 antagonist: antagonists of human D1 dopamine receptor; activity change, negative = inhibition, % at 10 µM; AID 504652; HEK293 TREx D1 cells, calcium flux, dopamine EC80; hits give low values; hit rate 3.2% among 360,000; P21728; in the data active means activity change below about -30%; further: on the % scale 0 is the no-effect control and ±100 the full control effect
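Inducible Hek293 Trex D1 cells (tetracycline, overnight, 30 C). Calcium dye 30–90 min RT. Antagonist mode: EC80 dopamine added after 180 s compound read.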
D1 agonist: human D1 receptor agonism | P21728 | HEK293 T-REx D1 cells, calcium flux, agonist mode | activation, % at 2 µM | hit rate 1% among 360,000 | AID 504660; further: 0% is about no effect
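Inducible HEK293 T-REx D1 cells, force-coupled to calcium signalling, were plated at 4000 cells/well with tetracycline and held overnight at 30 C. After no-wash calcium dye loading, compound-evoked calcium rise over 180 s flagged agonists.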
RXFP1 antagonist: RXFP1 (human) relaxin receptor antagonism; AID 1259400; hit rate 0.59% among 350,000; HEK293-RXFP1, relaxin-stimulated cAMP HTRF, 30 min; hits give low values; Q9HBX9; activity change, negative = inhibition, % at 57.5 µM;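 active means activity change of -60% or lower, but not beyond a set lower limit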; further: on the % scale 0 is the no-effect control and ±100 the full control effect
D2 agonist: activates the human D2 dopamine receptor. hit rate 0.53% among 340,000. HEK293 T-REx D2 cells, calcium flux agonist mode. activation, % at 2 µM;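 active means activation over 3 SD above normal in the single-dose calcium agonist read, cut at about 30% in these data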; further: 0% is about no effect
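Tetracycline-induced HEK293 Trex cells with D2 receptor force-coupled to calcium signaling, plated overnight at 30 C and loaded with no-wash calcium dye. Calcium flux read kinetically for 180 s after compound addition; responses flag agonists.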
TRHR agonist: activates the human TRH receptor; P34981; TRHR cells, calcium flux fluo-8, FDSS agonist mode; activation, % at 2 µM; hit rate 0.18% among 360,000; AID 493084; further: 0% is about no effect
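Fluo-8-loaded TRHR cells; 10 s baseline, compound added, kinetic Ca2+ fluorescence read 1/s, agonist mode.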
* = called active by the depositor; · = no result given. Unless noted, no stated cut-off is given here; in the data, active means activation above about 30%; inactive means the rest.

mol	D2 potentiator	D1 potentiator	TRHR enhancer	D2 antagonist	D1 antagonist	D1 agonist	RXFP1 antagonist	D2 agonist	TRHR agonist
CC1CCCCC12NC(=O)N(CC(=O)NCCc1c[nH]c3ccccc13)C2=O (stereo not drawn)	7	0	-6	5	-4	1	0	0.5	-0.3
O=C(c1ccco1)c1cn(CC(=O)N2CCCC2)c2ccccc12	0	-6	-1	8	-9	4	-24	-0.3	-0.2
CC(C)C(=O)NCCc1nc2ccccc2n1C	0	-2	-4	-16	14	-1	2	0.6	-0.3
O=C(O)CSCc1cnn(-c2ccccc2)c1-n1cccc1	8	-1	18	8	-11	1	-22	-0.7	-0.2
COc1cc(O)c(C(CCN2CCN(c3ccccc3)CC2)c2ccc3c(c2)OCO3)c(OC)c1 (stereo not drawn)	-24	-13	4	75*	-76*	1	·	25	-0.6
O=C(COC(=O)CNC(=O)c1cccc([N+](=O)[O-])c1)Nc1cccc(S(=O)(=O)N2CCCC2)c1	1	0	-3	2	5	1	-1	-1.3	-2.4
Fc1ccc(-c2nc(-c3cccs3)no2)cc1	-4	1	-5	-2	-14	2	16	-0.4	0.0
Cc1ccc(SCCC(=O)Nc2cccnc2)cc1	-3	0	-7	-16	-5	3	2	-0.5	-0.1

(listing goes on)
mol	D2 potentiator	D1 potentiator	TRHR enhancer	D2 antagonist	D1 antagonist	D1 agonist	RXFP1 antagonist	D2 agonist	TRHR agonist
O=C(c1ccc(Cn2cc(Cl)cn2)cc1)N1CCN(c2ccccc2)CC1	·	-8	-3	·	1	1	-6	·	-0.6
CCc1ccc(NS(=O)(=O)c2cc(OC)ccc2OC)cc1	-3	-6	-6	-8	1	17	-16	-0.2	-1.0
CCCCCCCCCC(=O)N/N=C/c1ccc(C)s1	3	6	1	-15	23	-2	14	1.1	0.7
O=S(=O)(Nc1ccc2nc(C(F)(F)F)[nH]c2c1)c1ccccc1	-5	0	-10	-10	-5	4	-11	0.3	-0.1
CCOc1ccc(NC(=O)c2cc(C)nc3c2c(C)nn3-c2ccc(C)cc2)cc1	-13	-3	-9	·	-1	2	0	0.4	-0.6
CCCCOc1cccc(C(=O)N(Cc2ccc(N(C)C)cc2)C2CCS(=O)(=O)C2)c1 (stereo not drawn)	-12	1	-4	·	17	1	-20	0.1	-0.1
Cc1cc(Br)ccc1NC(=O)CNC(=O)Cn1ncc(Cl)c(Cl)c1=O	-1	-4	-11	14	-19	-1	-10	0.2	0.2
COc1ccc(NC(=O)CCN2CCC(C)CC2)cc1	-3	-4	-1	-3	-2	3	0	-0.7	-0.2

The list goes on:
mol	D2 potentiator	D1 potentiator	TRHR enhancer	D2 antagonist	D1 antagonist	D1 agonist	RXFP1 antagonist	D2 agonist	TRHR agonist
CCOC(=O)C(C)Sc1ncnc2c1nnn2-c1ccc(F)cc1 (stereo not drawn)	1	-4	-6	5	1	6	-8	-1.3	-0.2
O=C(COC(=O)c1ccc2ncsc2c1)NCc1cccc(Cl)c1	13	3	-3	2	-17	4	-14	0.0	0.1
COc1ccc(S(=O)(=O)N2CCc3ccccc3C2)cc1	·	-8	-1	·	-15	2	-3	·	-0.4
Cc1cc(N2CCN(c3ccccc3)CC2)n2c(n1)nc1ccccc12	2	3	4	-11	-6	13	3	1.0	-0.5
Cc1cccc(/N=C2/NC(=O)C(Cc3ccccc3)S2)n1 (stereo not drawn)	-2	1	-8	4	1	-1	7	0.3	-0.5
c1ccc(-c2csc(NNC3=NCCCCC3)n2)cc1	28	4	3	19	11	1	-20	-1.4	0.5
Cc1ccc2c(c1)c1ncnc(N3CCC4(CC3)OCCO4)c1n2C	-2	0	-7	1	-9	1	·	-1.2	-0.5
Cn1c(-c2ccc(Br)cc2)cnc1NCc1ccc(C#N)cc1	-17	-7	0	-7	-9	4	-3	0.8	-0.1

Other records
mol	D2 potentiator	D1 potentiator	TRHR enhancer	D2 antagonist	D1 antagonist	D1 agonist	RXFP1 antagonist	D2 agonist	TRHR agonist
O=C1c2ccccc2NC(c2ccc(-c3cccs3)o2)N1O (stereo not drawn)	-5	0	-4	15	·	0	·	-0.1	-0.5
O=C1NC(=O)/C(=C\c2ccc(Cl)nc2)S1	-6	0	-24	-1	-6	5	-4	0.0	-0.3
COc1ccc(C(NC(=O)c2cccnc2)c2cc(Cl)c3cccnc3c2O)cc1OC (stereo not drawn)	-13	-2	-2	8	11	12	-25	2.9	11
O=C1OC(N2C(=O)CC[C@H]2C(=O)Nc2ccc(F)c(F)c2)c2ccccc21 (stereo partly drawn)	1	1	0	5	0	3	·	0.2	-1.1
CCOc1ccc(N2C(=O)Nc3ccccc3C2(O)C(=O)NCc2ccc(C)cc2)cc1 (stereo not drawn)	-4	-3	-4	28	-2	2	-11	-0.3	-0.4
CN(C(=O)c1ccc2c(c1)N(Cc1ccccc1F)C(=O)c1ccccc1S2(=O)=O)C1CCCCC1	-6	-6	-7	·	1	4	·	-0.9	0.4
C/C=C/C(=O)N1CC2(CC(c3cccc(NC(=O)CC(c4ccccc4)c4ccccc4)c3)=NO2)C[C@H]1C(N)=O (stereo partly drawn)	5	1	-6	-2	-1	15	·	0.0	1.4
S=c1nc(-c2ccccc2Cl)n(Cc2cccnc2)c2c1CCCC2	-1	0	5	9	3	1	45	3.2	-0.3

Shown with each value named: entries from further up.
> O=C1c2ccccc2NC(c2ccc(-c3cccs3)o2)N1O (stereo not drawn)
  D2 potentiator = -5
  D1 potentiator = 0
  TRHR enhancer = -4
  D2 antagonist = 15
  D1 antagonist = ·
  D1 agonist = 0
  RXFP1 antagonist = ·
  D2 agonist = -0.1
  TRHR agonist = -0.5

> O=C1NC(=O)/C(=C\c2ccc(Cl)nc2)S1
  D2 potentiator = -6
  D1 potentiator = 0
  TRHR enhancer = -24
  D2 antagonist = -1
  D1 antagonist = -6
  D1 agonist = 5
  RXFP1 antagonist = -4
  D2 agonist = 0.0
  TRHR agonist = -0.3

(cont.)
mol	D2 potentiator	D1 potentiator	TRHR enhancer	D2 antagonist	D1 antagonist	D1 agonist	RXFP1 antagonist	D2 agonist	TRHR agonist
Nc1nc2ccccc2n1C(=O)c1cccs1	11	-8	2	-6	-5	-2	-26	-0.5	-1.1
CC1CC(NC(=O)CC#N)CC(C)(C)C1 (stereo not drawn)	3	2	-1	-12	-21	0	-25	-0.5	-1.9
CCc1c(C)c(C#N)c2nc3ccccc3n2c1NCc1ccccn1	10	6	4	5	9	0	5	-1.0	-0.9
Cc1c(C(=O)Nc2ccc(S(=O)(=O)Nc3ncccn3)cc2)oc2ccc(F)cc12	-16	1	4	5	2	1	-24	-0.1	-0.3
CN(C(=O)c1ccccc1C(=O)c1ccccc1)C1CCS(=O)(=O)C1 (stereo not drawn)	-1	1	-10	-7	4	3	-2	-0.4	-0.4
Cc1ccc(CNC(=O)CSc2nc(=O)n(Cc3ccco3)c3c2CCC3)cc1	-13	0	-3	·	·	0	·	-0.4	-0.2
Cc1cc(C)c(N)c(C(=O)O)c1	-5	-4	38*	-2	25	1	10	-0.2	1.1
COc1cc(OC)cc(C(=O)NNC(=O)C(=O)Nc2cc(OC)c(Cl)cc2OC)c1	1	-5	1	6	6	1	-6	1.0	0.4

Following part
mol	D2 potentiator	D1 potentiator	TRHR enhancer	D2 antagonist	D1 antagonist	D1 agonist	RXFP1 antagonist	D2 agonist	TRHR agonist
CCNC(=S)N1CCN(c2ccccc2OCC)CC1	·	-1	-2	·	19	1	18	·	0.3
CCOc1ccc(-n2c(SCC(=O)N3CCCc4ccccc43)nc3c([nH]c4ccccc43)c2=O)cc1	·	-1	3	·	-8	1	·	-0.5	0.2
CN1CCN(C(=O)c2cnn(-c3ccc(F)cc3F)c2C2CCN(C(=O)OC(C)(C)C)CC2)CC1	-8	-2	-20	·	3	1	-8	·	0.6
O=C(COc1ccccc1Cl)Nc1ccccc1OCc1cc(=O)n2ccccc2n1	7	-2	-1	·	-10	2	7	-1.0	0.2
Cc1cc(C)cc(C(=O)OCC(=O)NC(=O)NC2CCCC2)c1	-10	8	5	4	5	5	-9	-0.8	-0.2
CN(Cc1ccccc1)CC(O)COc1ccc(CNCc2cc3ccccc3s2)cc1 (stereo not drawn)	5	-7	-1	-16	-41*	37*	-10	1.0	0.1
O=C(CN1CCCN(S(=O)(=O)c2ccc(F)cc2)CC1)Nc1c(Cl)cccc1Cl	-5	-7	-14	28	-11	12	25	0.0	1.3
C[C@]1(C(=O)NCCN2CCOCC2)C=C[C@@H](Cc2ccccc2)N1C(=O)c1ccccc1	-6	2	1	·	-3	-2	·	·	-0.1

The list continues:
mol	D2 potentiator	D1 potentiator	TRHR enhancer	D2 antagonist	D1 antagonist	D1 agonist	RXFP1 antagonist	D2 agonist	TRHR agonist
CCn1cc(CNC(=O)NC2CCCCC2)c(C)n1	-13	4	2	10	-1	2	-10	1.6	0.1
CCOC(=O)c1c(C)n(-c2ccccc2)c2ccc(O)cc12	25	-6	46*	6	-70*	4	-33	-0.5	-0.7
COc1ccc(N2CCN(C(=O)c3cccnc3)CC2)c([N+](=O)[O-])c1	-10	-3	-6	2	-6	0	-4	0.0	0.5
CCc1ccc(Nc2nnc(-c3cc4cc(OC)ccc4oc3=O)s2)cc1	4	-1	0	·	16	9	-2	1.0	1.6
Cc1cc(C=O)c(O)cc1O	8	-2	22	1	-4	3	·	-0.1	-0.1
C=C(C)COc1cc2oc(=O)c(CC(=O)N3C[C@H]4C[C@@H](C3)c3cccc(=O)n3C4)c(C)c2cc1Cl	-5	0	0	-8	-7	0	·	-0.4	-0.4
Cc1ccc(OCCC(=O)Nc2ccc(S(=O)(=O)N3CCCC3)cc2)cc1	-3	8	13	9	11	5	-1	0.1	0.4
COc1cccc(/C=N/NC(=O)CNC(=O)c2cccs2)c1O	-9	0	-3	·	-6	2	-15	·	-0.7
Cc1ccc(S(=O)(=O)NCC(=O)OC(C)C(=O)Nc2ncc(Cl)cc2Cl)cc1 (stereo not drawn)	-7	-1	-2	-4	12	-1	14	0.0	-0.3
O=C(O)c1cccc(NC(=O)c2cn(-c3ccccc3)nc2-c2ccc([N+](=O)[O-])cc2)c1	17	-1	2	-14	15	0	2	0.3	0.5
CN(C)c1cc[n+](CC(=O)c2cccs2)cc1	1	-3	3	-8	-5	3	-10	-0.4	-0.6

Molecules listed so far containing a thiophene ring, fused or not (seven):
mol	D2 potentiator	D1 potentiator	TRHR enhancer	D2 antagonist	D1 antagonist	D1 agonist	RXFP1 antagonist	D2 agonist	TRHR agonist
Fc1ccc(-c2nc(-c3cccs3)no2)cc1	-4	1	-5	-2	-14	2	16	-0.4	0.0
CCCCCCCCCC(=O)N/N=C/c1ccc(C)s1	3	6	1	-15	23	-2	14	1.1	0.7
O=C1c2ccccc2NC(c2ccc(-c3cccs3)o2)N1O (stereo not drawn)	-5	0	-4	15	·	0	·	-0.1	-0.5
Nc1nc2ccccc2n1C(=O)c1cccs1	11	-8	2	-6	-5	-2	-26	-0.5	-1.1
CN(Cc1ccccc1)CC(O)COc1ccc(CNCc2cc3ccccc3s2)cc1 (stereo not drawn)	5	-7	-1	-16	-41*	37*	-10	1.0	0.1
COc1cccc(/C=N/NC(=O)CNC(=O)c2cccs2)c1O	-9	0	-3	·	-6	2	-15	·	-0.7
CN(C)c1cc[n+](CC(=O)c2cccs2)cc1	1	-3	3	-8	-5	3	-10	-0.4	-0.6

From PubChem BioAssay
